Dyrk1A ADPGlo – Dyrk1A (rat) kinase inhibition; Q63470; ADP-Glo luminescence, NFATc1 peptide; inhibition, % at 12.5 µM; 310,000 tested, 0.43% active; AID 504441; in the data active means inhibition above about 50%;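 further: plate controls were vehicle with enzyme for no effect and no enzyme for full effect; many of its hits are not listed in these tables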
GSK3B inh – inhibitors of human GSK3beta kinase | GST-GSK3beta kinase, ADP-Glo luminescence, 60 min; active compounds read low | 300,000 tested, 0.038% active | activity score (negative = inhibition), % at 10 µM;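 active means more than half of replicate wells score below -50%, meaning over 50% inhibition versus plate controls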;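 further: 0% = median DMSO wells and -100% = median GW8510 positive control wells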
Target sequence (P49841 whole entry, looked up): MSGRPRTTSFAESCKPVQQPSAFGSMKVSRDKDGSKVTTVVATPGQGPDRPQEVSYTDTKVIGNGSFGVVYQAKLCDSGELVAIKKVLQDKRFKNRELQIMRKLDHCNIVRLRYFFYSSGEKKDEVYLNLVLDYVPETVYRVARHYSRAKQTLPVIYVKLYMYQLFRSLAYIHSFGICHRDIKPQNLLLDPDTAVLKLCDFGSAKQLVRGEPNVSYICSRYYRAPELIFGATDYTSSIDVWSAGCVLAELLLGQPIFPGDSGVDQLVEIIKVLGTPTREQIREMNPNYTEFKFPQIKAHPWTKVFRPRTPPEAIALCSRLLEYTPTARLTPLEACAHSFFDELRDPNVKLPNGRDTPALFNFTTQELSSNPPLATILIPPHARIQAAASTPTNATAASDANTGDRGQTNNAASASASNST
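Assay system: GST-fused GSK3beta enzyme, cell-free / Medium: Tris pH 7.5 buffer with MgCl2, DTT, BSA, heparin / Also added: peptide substrate plus 25 µM ATP (final) / Compound: 10 µM single point / Timing: kinase reaction with compound 60 min at room temperature / Detection: ADP-Glo luminescence / Benchmarks: DMSO neutral wells and GW8510 at 20 µM as positive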
IEC-6 cytotox – IEC-6 cytotoxicity, counter-screen for KLF5 inhibitors; luminescence viability; inhibition, % at 5 µM; 290,000 tested, 0.78% active; in the data active means inhibition above about 22%;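 further: 0% = plate median of test compound wells and 100% = cytotoxic reference compound wells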
GSK3 alpha inh – inhibitors of human GSK-3 alpha kinase; ADP-Glo luminescence, 60 min; inhibition, % at 10 µM; 320,000 tested, 0.1% active;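 in the data active means inhibition above about 50%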;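 further: GST-tagged GSK-3 alpha with peptide substrate and 25 µM ATP; 0% = DMSO neutral wells and 100% = GW8510 positive control wells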
Target sequence (P49840 whole entry, looked up): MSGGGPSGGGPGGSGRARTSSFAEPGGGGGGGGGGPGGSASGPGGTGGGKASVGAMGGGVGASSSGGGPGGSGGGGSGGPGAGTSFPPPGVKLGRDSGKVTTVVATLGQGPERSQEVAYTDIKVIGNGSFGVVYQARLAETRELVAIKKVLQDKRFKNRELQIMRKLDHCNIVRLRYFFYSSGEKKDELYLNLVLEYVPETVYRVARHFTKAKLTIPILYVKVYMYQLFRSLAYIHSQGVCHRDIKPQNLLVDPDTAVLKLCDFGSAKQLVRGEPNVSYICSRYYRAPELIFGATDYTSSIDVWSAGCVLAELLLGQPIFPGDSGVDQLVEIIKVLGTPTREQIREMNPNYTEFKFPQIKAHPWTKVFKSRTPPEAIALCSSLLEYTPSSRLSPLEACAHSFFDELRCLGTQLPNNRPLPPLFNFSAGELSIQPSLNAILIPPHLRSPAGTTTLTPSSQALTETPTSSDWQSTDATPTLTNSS
KLF5 inhibitor – kruppel-like factor 5 inhibition | DLD-1 KLF5 promoter-luciferase reporter, luminescence | inhibition, % at 5 µM | 290,000 tested, 0.23% active;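 active means inhibition above a per-plate limit of that plate's mean compound inhibition plus 3 SD, cut at about 60% in these data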;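 further: 0% = DMSO wells and 100% = LY294002 at 200 µM; higher means less KLF5 promoter-driven luciferase light; inactives centre near -14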
HSF1 inh – HSF1 inhibition; NIH3T3-HGL HSE-luciferase, MG132-induced, luminescence 8 h; active compounds read low; activity change, negative = inhibition, % at 7.5 µM (by protocol); 300,000 tested, 0.77% active; AID 2098;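 active means more than half of replicate wells show activity change below -50%, luminescence cut by over half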;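 further: luciferase reports HSF-1 transcriptional activity via heat shock element; 0% = median of DMSO wells and -100% = zero luminescence signal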
Platelet DG rel – platelet dense granule release activity; human platelet-rich plasma, SFLLRN dense granule ATP release, luminescence; inhibition, %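 (compounds screened at 7.5 µM in platelet-rich plasma)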; 300,000 tested, 0.22% active; AID 1663;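 active means mean replicate score, as percent of positive control, at or above 50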
HSF-1 act – increases HSF-1 driven luciferase reporter signal | NIH3T3-HGL HSF-1 luciferase reporter, MG132, 8 h; 100% = twice DMSO control signal | 300,000 tested, 1.7% active | activation, % at 9 µM;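 active means mean replicate activation of at least 50% with a set share of replicates each reaching 50%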;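 further: 0% = median of the neutral control wells and 100% = twice that signal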
aSyn 5UTR inh – MLPCN primary screen, SNCA 5' untranslated region; alpha-synuclein 5'UTR reporter, inhibitor activity; inhibition, % (tested at 7.5 µM); 300,000 tested, 0.82% active; AID 1813; in the data active means inhibition above about 60%;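 further: H4 neuroglioblastoma cells stably carrying SNCA 5'UTR luciferase fusion; 0% = DMSO wells and 100% = positive control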
HSP90 inh – blocks HSP90-mediated luciferase refolding in reticulocyte lysate; Rabbit reticulocyte lysate, luciferase refolding luminescence, 3 h; inhibition, % at 5.6 µM; 290,000 tested, 0.91% active;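 active means inhibition above the screen-wide mean plus 3 SD, computed separately per campaign, cut at about 16% in these data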;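 further: 0% = DMSO wells and 100% = 60 µM geldanamycin wells; inhibitors lower the luminescence because luciferase stays unfolded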
Active calls of the source: *; . = no result given. Only part of the results is shown. The share of hits here may be higher or lower than overall.

| compound | Dyrk1A ADPGlo | GSK3B inh | IEC-6 cytotox | GSK3 alpha inh | KLF5 inhibitor | HSF1 inh | Platelet DG rel | HSF-1 act | aSyn 5UTR inh | HSP90 inh |
| --- | --- | --- | --- | --- | --- | --- | --- | --- | --- | --- |
| CN(C)CCNS(=O)(=O)c1ccc(N2CCN(c3ccc(F)cc3)CC2)c([N+](=O)[O-])c1 | 6.7 | -1.0 | 1.5 | 0.5 | -24.9 | 3.5 | 6.1 | 1.1 | 3.3 | 1.7 |
| CCCS(=O)(=O)N1CCC(C(=O)NCCCN(CC)c2cccc(C)c2)CC1 | -2.0 | . | -0.9 | -3.1 | -11.7 | . | . | . | . | 1.1 |
| COC(=O)C1CCN(S(=O)(=O)c2ccc(OC)cc2)CC1 | 5.5 | 0.5 | 0.2 | -3.3 | 10.7 | -5.9 | 2.7 | -8.8 | -4.5 | 12.0 |
| O=C(NCCCN1CCCC1=O)c1ccc2c(c1)NC(=O)c1ccccc1S2 | 8.5 | 0.9 | 2.3 | 0.6 | -17.4 | -1.6 | 12.5 | 11.4 | 10.1 | 1.2 |
| O=S(=O)(c1ccc2ccccc2c1)n1cccn1 | 0.6 | 6.4 | -3.8 | -2.6 | 7.2 | 0.3 | -5.7 | -2.3 | 23.8 | -0.8 |
| CCOc1ccc(C(=O)NC(=S)Nc2ccc(NC(=O)CC)cc2)cc1[N+](=O)[O-] | -5.2 | 2.2 | 3.4 | 1.4 | -29.5 | 0.7 | 1.6 | -2.4 | -23.8 | 0.7 |
| CCO[C@@H]1OC(C(=O)N2CCN(C)CC2)=C[C@H](C2CCCCC2)[C@H]1CCCO | -7.0 | -7.9 | -0.4 | -4.4 | -13.3 | 2.5 | -1.1 | 28.0 | 0.5 | 3.0 |
| CC1=CC(C)(C)Nc2ccc(OC(=O)CN3C(=O)c4cccc5cccc(c45)C3=O)cc21 | -8.4 | -1.0 | -7.4 | 0.0 | 4.9 | 3.2 | 13.7 | -4.6 | 7.4 | 0.7 |
| Cc1ccc(Nc2ccc(C(=O)NCCc3ccccc3)cn2)cc1 | -3.8 | -3.7 | 6.2 | -1.9 | -25.4 | -1.4 | -3.8 | 18.6 | -39.4 | -1.3 |
| COC(=O)CNC(c1ccccc1)c1cc(C)ccc1NS(=O)(=O)c1ccc(C)cc1 (stereo unspecified) | 5.5 | -0.8 | -0.7 | -3.9 | -13.2 | -4.9 | -9.5 | 10.6 | 24.8 | -0.7 |
| O=C(COc1ccc(Br)cc1)NCCCNC(=O)c1cccnc1 | 2.6 | 0.9 | -11.6 | -0.4 | -48.6 | 4.1 | 24.1 | 4.1 | 4.5 | 1.1 |
| COCCN(C(=S)Nc1cccc(C)c1C)C(C)c1ccco1 (stereo unspecified) | -2.5 | 1.0 | 6.5 | -0.3 | -14.9 | -7.3 | -2.0 | -13.6 | 6.9 | -4.1 |
| Cc1cc(C)cc(NC(=O)CC2Oc3ccc(C)cc3NC2=O)c1 (stereo unspecified) | -3.4 | -0.9 | -7.7 | 2.3 | -25.1 | 7.4 | -6.6 | 3.7 | 15.4 | -0.8 |
| COc1ccc(CC(=O)Nc2cccc(-c3ccc4nnc(C)n4n3)c2)cc1OC | 5.1 | -4.7 | 0.5 | -1.0 | -6.5 | 7.0 | -4.4 | 2.4 | 21.7 | 1.6 |
| CCNC(=O)c1cc(S(=O)(=O)N2CCSCC2)ccc1OC | -0.2 | 2.7 | 0.0 | -1.4 | -3.6 | -18.8 | 4.5 | -32.9 | -11.9 | -4.1 |
| COc1ccc(C)cc1S(=O)(=O)NCCN1CCOCC1 | -2.9 | 1.1 | 5.1 | -0.6 | -24.3 | -13.2 | -4.2 | -11.1 | 4.6 | -1.0 |
| COC(=O)C(Cc1ccccc1)NC(=O)CCC(=O)NC(C)CCc1ccccc1 (stereo unspecified) | -5.3 | 1.9 | -6.8 | 0.6 | -26.5 | 7.1 | 4.0 | 7.8 | 7.7 | 1.3 |
| Cc1cc(C)c(-c2cc(C(=O)Nc3cc(C)ccc3C)[nH]n2)c(O)c1 | -1.1 | -0.2 | -1.5 | -0.8 | -56.8 | 4.9 | -5.2 | 2.5 | -17.9 | -7.5 |
| Cc1ccc(CNC(=O)CCCNC(=O)c2ccc(Cl)cc2)n1C | 1.9 | 2.6 | -6.1 | -1.6 | -0.9 | -1.3 | 5.8 | 11.3 | -24.0 | -1.3 |
| O=C(Nc1nc2c(F)cc(F)cc2s1)C1CC(=O)N(Cc2ccco2)C1 (stereo unspecified) | 9.0 | 0.8 | -3.6 | -3.7 | -4.3 | 4.5 | -2.3 | 8.1 | -10.3 | 2.0 |
| CCOc1ccc(NC(=O)Nc2ccc(NC(C)=O)cc2)cc1 | -0.4 | -0.4 | -2.8 | . | -27.8 | -3.3 | -2.6 | 10.9 | -10.8 | -3.0 |
| CC(C)NCC(O)Cn1c2c(c3ccccc31)CCc1c-2cnn1-c1ccccc1 (stereo unspecified) | 5.6 | -6.2 | 75.0* | 3.5 | 22.2 | 2.7 | -16.1 | -2.5 | 107.8* | -1.2 |
| O=C(O)C1CCC(CNS(=O)(=O)c2ccc(Br)cc2)CC1 (stereo unspecified) | 2.5 | 0.9 | 5.3 | -4.0 | -4.1 | 6.7 | 0.4 | 15.1 | -11.8 | -3.7 |
| O=C(CNS(=O)(=O)c1ccccc1)OCC(=O)c1cccc([N+](=O)[O-])c1 | 12.6 | 0.4 | 2.9 | -1.8 | -24.7 | -1.6 | 1.5 | -4.7 | 2.0 | 2.7 |
| C#CCNC(=O)C1=C[C@@H](C(C)(C)C)C[C@@H](OCc2ccc(CO)cc2)O1 | -9.4 | -1.1 | 0.5 | 2.8 | 4.4 | -0.1 | -1.8 | -5.0 | -1.8 | 8.5 |
| O=C(NCC1CCCO1)c1ccc2c(c1)N(Cc1ccccc1)C(=O)CS2 (stereo unspecified) | . | -1.6 | 2.9 | -2.8 | -9.1 | 3.1 | 19.7 | 7.5 | 25.8 | -4.8 |
| O=C(/C=N/O)Nc1cccnc1 | -3.6 | 1.2 | -8.8 | -3.0 | -25.6 | -8.7 | -1.3 | 0.2 | 21.3 | -4.9 |
| COc1cc(OC)cc(C(=O)N2c3ccc(F)cc3CCC2C)c1 (stereo unspecified) | 3.7 | 2.9 | -5.9 | -1.0 | -4.7 | 7.2 | 5.4 | 10.7 | 13.5 | -0.1 |
| COc1cccc(-n2c(SCC(=O)c3c[nH]c4ccccc34)nc3ccccc3c2=O)c1 | 5.9 | 1.4 | -1.6 | -0.7 | -2.6 | -7.0 | -1.1 | -8.6 | 15.5 | -3.2 |
| CCC(=O)Oc1ccc(C(CC)C(CC)c2ccc(OC(=O)CC)cc2)cc1 (stereo unspecified) | -2.5 | -2.7 | -2.7 | . | -14.2 | -5.8 | -2.5 | -18.8 | 8.5 | 3.0 |
| CNC(=O)N(O)C1N(C)C(=O)N(CC(=O)OC)C1(C)C (stereo unspecified) | -1.4 | 0.9 | 3.5 | -4.8 | -26.7 | -3.7 | 1.4 | -2.8 | 13.4 | 1.6 |
| COc1ccccc1CC1(C)NC(=O)N(CC(=O)N2CCc3ccccc3C2)C1=O (stereo unspecified) | 5.2 | -1.7 | -6.4 | -0.4 | -8.4 | -1.2 | 0.5 | 17.0 | 9.5 | -1.9 |
| CCCC1Cc2c(sc3nc(SC)nc(N)c23)CO1 (stereo unspecified) | -2.7 | . | -3.2 | -1.3 | -14.7 | . | . | . | . | 0.1 |
| COc1ccccc1C(=O)O/N=C1/CCCc2c1ccc(OC)c2[N+](=O)[O-] | 2.7 | 1.1 | -3.9 | 0.4 | -4.2 | 2.4 | 0.4 | 5.2 | -36.5 | -0.3 |
| CCCSc1nc2c(cnn2-c2ccc(F)cc2)c(=O)[nH]1 | 8.2 | 1.1 | -3.9 | -2.0 | -17.1 | -0.7 | -18.1 | 11.2 | 25.3 | -3.6 |
| CCCN(CCC)C(=O)CSc1nc2n[nH]c(C)c2c(=N)n1-c1ccc(OCC)cc1 | . | -1.6 | 4.9 | 1.6 | -16.0 | . | . | . | . | 5.7 |
| COc1ccc(CC(=O)NC(C)c2ccc3ccccc3c2)cc1 (stereo unspecified) | -1.1 | -1.5 | 2.6 | -2.4 | -16.7 | -0.9 | -2.2 | 11.9 | 9.1 | -4.1 |
| COC(=O)N/N=C\c1cccc(OC(=O)c2cccs2)c1 | 0.7 | 2.1 | -4.8 | -1.3 | -3.5 | 1.1 | 8.6 | -6.8 | -10.3 | 1.4 |
| CC(=O)N1CCN(C(=O)CCc2cc(C(C)(C)C)c(O)c(C(C)(C)C)c2)CC1 | -2.0 | 2.0 | 7.9 | -5.4 | -10.6 | -4.6 | -8.6 | 1.1 | -29.6 | -4.4 |
| O=C(C1CC(=O)N(c2ccc3c(c2)OCCO3)C1)N1CCCC(C(F)(F)F)C1 (stereo unspecified) | -23.1 | -2.8 | . | -3.8 | . | -2.8 | 4.8 | -3.5 | 0.5 | . |
| COc1cc(NC(=S)NCc2cccnc2)c(OC)cc1Cl | -6.3 | 1.3 | 4.9 | 2.2 | -36.3 | 3.1 | -3.1 | 9.5 | 0.3 | -5.2 |
| COc1ccc(OC)c(-c2cc(C(=O)Nc3cccc(Cl)c3)no2)c1 | -2.2 | -0.3 | 7.0 | 0.3 | -30.2 | 0.0 | -1.8 | -6.5 | -67.9 | 1.4 |
| Cc1cc(C)c2ccc(C(=O)O)nc2c1O | 24.9 | 2.3 | 0.6 | -1.8 | -25.2 | -0.6 | -2.0 | 3.5 | -5.1 | -1.4 |
| CCOC(=O)C(C)On1c(-n2nc(C)cc2C)nc2ccccc2c1=O (stereo unspecified) | 2.4 | 0.4 | 6.1 | -2.1 | -6.5 | 1.7 | -2.0 | 4.2 | -1.2 | -4.5 |
| O=C(c1ccccc1)c1c[nH]c2ccccc12 | -0.6 | 0.6 | 4.4 | -4.7 | -56.1 | -2.1 | 2.8 | 15.6 | -50.7 | 1.4 |
| O=C(CN1CCN(c2ccccc2Cl)CC1)NC1CCCc2ccccc21 (stereo unspecified) | 3.0 | -4.8 | -2.1 | -2.6 | 2.7 | 3.6 | 7.0 | 6.9 | -11.2 | -2.3 |
| Nc1cc(Cl)ccc1C(=O)OCC(=O)NC1CCS(=O)(=O)C1 (stereo unspecified) | 0.9 | 2.4 | -3.3 | 0.5 | -11.8 | -12.0 | -2.0 | -26.1 | 11.9 | -0.5 |
| Cc1ccccc1CC(=O)NCc1cccnc1 | -2.7 | -6.4 | -1.5 | -1.1 | 12.3 | 0.3 | -9.2 | 5.5 | 10.5 | -1.6 |
| COc1cccc(N2CC(NS(=O)(=O)c3ccc4ccccc4c3)CC2=O)c1 (stereo unspecified) | . | -0.3 | . | 0.1 | . | 14.1 | 10.2 | 12.7 | -3.0 | . |
| Cc1ccccc1NS(=O)(=O)CCCCC(Cl)(Cl)Cl | 0.6 | 1.4 | 0.9 | -1.0 | -26.9 | 5.3 | 3.1 | 6.6 | -5.0 | 2.5 |

Screens: PubChem BioAssay, several laboratories
